Compound activity deposited in PubChem BioAssay by several laboratories.
NPR2 activator = GC-B (human) receptor activation. hit rate 0.11% among 370,000. activation, % at 10 µM. HEK293-GC-B cells, CNP EC30, cGMP TR-FRET; 0% at EC30 CNP, 100% saturating CNP;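 active = activation at 10 µM reaching about 35% in either raw or pattern-adjusted values, limit read from the data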
KLK7 zymogen act = activators of human kallikrein-7 zymogen | purified proKLK7, EDANS-DABCYL substrate fluorescence; 100% is mature enzyme control, 0% vehicle | activation, % at 7 µM | hit rate 0.9% among 370,000 | AID 652039;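 active = activation above the mean of all tested compounds plus 3 SD, computed per campaign excluding outliers beyond control limits, cut at about 13% in these data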
Target sequence (P49862 whole entry, looked up): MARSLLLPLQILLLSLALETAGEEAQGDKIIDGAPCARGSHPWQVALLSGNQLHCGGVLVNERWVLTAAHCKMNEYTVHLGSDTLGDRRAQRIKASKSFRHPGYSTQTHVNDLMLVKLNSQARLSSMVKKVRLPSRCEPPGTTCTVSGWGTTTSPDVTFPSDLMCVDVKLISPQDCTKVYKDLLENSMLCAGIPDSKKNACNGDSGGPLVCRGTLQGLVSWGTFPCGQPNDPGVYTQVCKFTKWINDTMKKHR
FXN GAA850 act = frataxin GAA850 promoter activation; activation, % at 6 µM; hit rate 0.56% among 360,000; HEK293 lucGAA850 FXN promoter luciferase reporter, 24 h; percent of 10 µM SAHA response; AID 540364;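 active = activation above the average of all compounds screened plus 3 SD, cutoff fixed separately per campaign, cut at about 7.5% in these data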;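 also: 0% = DMSO wells and 100% = 10 µM SAHA wells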
ASAP1 GAP inh = inhibitors of human ASAP1 ArfGAP activity. ASAP1-stimulated ARF1 GTP hydrolysis, GDP FP detection. inhibition, % at 16.5 µM. hit rate 0.19% among 360,000. AID 624377; in the data active = inhibition above about 25%;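 also: 0% = vehicle with enzyme and substrate and 100% = no enzyme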
Target sequence (Q9ULH1 325-724 limits assumed): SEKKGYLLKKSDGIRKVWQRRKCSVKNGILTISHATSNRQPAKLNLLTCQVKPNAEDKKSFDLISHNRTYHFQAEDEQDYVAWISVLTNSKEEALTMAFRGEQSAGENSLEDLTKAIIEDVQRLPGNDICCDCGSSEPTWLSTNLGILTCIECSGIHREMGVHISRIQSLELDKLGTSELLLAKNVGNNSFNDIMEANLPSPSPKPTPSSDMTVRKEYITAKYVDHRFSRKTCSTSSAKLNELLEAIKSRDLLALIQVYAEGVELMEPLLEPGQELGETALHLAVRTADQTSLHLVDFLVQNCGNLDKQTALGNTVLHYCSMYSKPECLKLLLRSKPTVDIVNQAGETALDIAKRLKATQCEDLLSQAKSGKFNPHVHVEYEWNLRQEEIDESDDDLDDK
rCAG RNA binder = molecules binding r(CAG) RNA repeats | hit rate 1.3% among 370,000 | AID 651821 | r(CAG) RNA repeat, TO-PRO-1 dye displacement fluorescence | inhibition, % at 3 µM;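 active = inhibition above the plate cutoff, the mean of all test compounds on that plate plus 3 SD, cut at about 35% in these data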;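 also: 0% = DMSO alone and 100% = 100 µM mitoxantrone as full dye displacement; higher means more dye released from RNA so lower well fluorescence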
HGIII-sPLA2 inh = Blocks human group III sPLA2 activity; Q9NZ20; QFRET BODIPY PC-A2 liposome hydrolysis, fluorescence; inhibition, % at 12.2 µM; hit rate 0.56% among 370,000; AID 743126;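 active = inhibition above mean plus 3 SD of compounds lying within the high and low control bounds, cut at about 19% in these data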;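 also: 0% = median of test compound wells and 100% = no enzyme DMSO wells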
ADAM10 inh = inhibits human ADAM10; recombinant ADAM10, EDANS/DABCYL FRET peptide cleavage, 3 h; hit rate 0.62% among 370,000; inhibition, % at 7 µM; AID 720582; O14672;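 active = inhibition above a per-campaign cutoff equal to the mean of compounds falling between control-based bounds plus 3 SD, cut at about 20% in these data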;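 also: 0% = DMSO wells while the 100% control is not disclosed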
ARFGAP1 inh = inhibitors of rat ARFGAP1; inhibition, % at 16.5 µM; Arfgap1-stimulated ARF1 GTP hydrolysis, GDP FP detection; Q62848; hit rate 0.26% among 360,000;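 active = inhibition above a per-plate limit, mean inhibition of low control wells plus 3 SD, cut at about 25% in these data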;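 also: 0% = DMSO wells with enzyme and 100% = wells lacking Arfgap1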
Target sequence (Q62848 1-136 limits assumed): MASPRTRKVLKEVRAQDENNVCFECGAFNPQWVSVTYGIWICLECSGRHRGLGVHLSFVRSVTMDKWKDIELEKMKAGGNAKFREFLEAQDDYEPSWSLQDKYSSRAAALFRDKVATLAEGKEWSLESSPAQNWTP
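Repeats: one replicate per compound; assay system: rat Arfgap1 catalytic domain, aa 1-136; times: enzyme reaction 120 min at 25 °C after 20 min preincubation; detection: FP of antibody-bound GDP Alexa 633 tracer, ex 620/em 688 nm; benchmarks: high control wells lacking Arfgap1, low control full reaction with DMSO; reagent: human ARF1(Δ1-17)-GTP substrate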
NPR1 activator = GC-A (human) enzyme activation; HEK293 GC-A cells, cGMP TR-FRET, EC30 ANP; 0% at EC30 ANP, 100% saturating ANP; AID 1671463; activation, % at 10 µM; P16066; hit rate 0.14% among 370,000; in the data active = activation above about 40%
Tn6 DDE FP = disrupts Tn6 cyclic peptide binding to fibrin D-Dimer-E complex. P02675. Fibrin DD(E) TRITC-Tn6 fluorescence polarization displacement. inhibition, % at 8.3 µM. hit rate 0.21% among 370,000;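 active = inhibition above a per-campaign cutoff: mean of compounds within control limits plus 3 SD, cut at about 15% in these data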;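 also: 0% = median of all compound wells on the plate and 100% = blocking peptide control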
Starred values were filed as active, the others as inactive; . = not tested or not shown.

SMILES	NPR2 activator	KLK7 zymogen act	FXN GAA850 act	ASAP1 GAP inh	rCAG RNA binder	HGIII-sPLA2 inh	ADAM10 inh	ARFGAP1 inh	NPR1 activator	Tn6 DDE FP
COc1ccc(OC)c(/C=C/C(=O)N(C)CC(=O)Nc2ccc(N3CCOCC3)cc2)c1	0	21*	-0.1	-5	-2	11	-330	10	-2	5
Cc1ccc(C)c(-c2nnc(NC(=O)CS(=O)(=O)c3ccccc3)o2)c1	-8	-0.4	0.2	3	6	3	-6	5	-1	-10
O=C(NCC(O)c1ccc([N+](=O)[O-])cc1)C1CCCCC1 (configuration not stated)	-2	0.1	1.4	-2	0	8	-2	2	-1	-4
Cc1cccc(NS(=O)(=O)c2ccc(C(=O)NCC(c3ccccc3)N(C)C)cc2)c1C (configuration not stated)	0	0.2	-3.4	7	-7	-19	4	1	-2	2
Cc1cc(C)c(SSc2nnnn2-c2ccccc2)c(C)c1	-1	0.4	1.8	1	1	9	-13	-2	-2	-6
COc1ccc(S(=O)(=O)N(C)CC(=O)N2CCCC2)cc1	4	0.1	2.7	2	5	-2	2	1	3	-4
CC(=O)N(c1ccc2oc(=O)sc2c1)S(=O)(=O)c1ccccc1	8	0.4	3.4	-3	25	-29	14	-6	5	-4
O=C(c1ccccn1)N1CCN(S(=O)(=O)c2ccc3ccccc3c2)CC1	0	-0.1	2.4	-6	-4	-5	-4	2	-3	1
O=S1(=O)C=CC(Nc2ccccc2)C1 (configuration not stated)	2	-0.5	-0.9	-6	0	11	-16	-1	2	-4
COC(=O)c1cn(C(=O)c2ccc(C)cc2)c2ccccc12	-9	0.3	-1.7	6	-1	0	-5	-9	-5	1
COCCNCC(=O)C12CC3CC(CC(C3)C1)C2	4	-0.1	0.8	2	-4	8	8	-10	2	10
Cc1cccc(NC(=S)NCCc2ccc3c(c2)OCCO3)c1C	0	-0.4	1.8	-9	-2	8	-1	13	1	1
COc1cccc(N2CC(C(=O)Nc3ccc(F)cc3)CC2=O)c1 (configuration not stated)	5	0.8	-0.5	10	-2	-9	-5	-9	0	-1
c1ccc(-c2nc(NCc3cccs3)c3ccccc3n2)cc1	11	0.9	0.6	0	8	-18	19	3	12	-4
CC(=O)N(CN1C(=O)CCC1=O)c1cccc(Cl)c1	4	0.1	-3.1	-21	1	2	-1	5	-3	2

7 entries picked at random from those above:
SMILES	NPR2 activator	KLK7 zymogen act	FXN GAA850 act	ASAP1 GAP inh	rCAG RNA binder	HGIII-sPLA2 inh	ADAM10 inh	ARFGAP1 inh	NPR1 activator	Tn6 DDE FP
O=S1(=O)C=CC(Nc2ccccc2)C1 (configuration not stated)	2	-0.5	-0.9	-6	0	11	-16	-1	2	-4
Cc1cccc(NS(=O)(=O)c2ccc(C(=O)NCC(c3ccccc3)N(C)C)cc2)c1C (configuration not stated)	0	0.2	-3.4	7	-7	-19	4	1	-2	2
c1ccc(-c2nc(NCc3cccs3)c3ccccc3n2)cc1	11	0.9	0.6	0	8	-18	19	3	12	-4
Cc1ccc(C)c(-c2nnc(NC(=O)CS(=O)(=O)c3ccccc3)o2)c1	-8	-0.4	0.2	3	6	3	-6	5	-1	-10
O=C(c1ccccn1)N1CCN(S(=O)(=O)c2ccc3ccccc3c2)CC1	0	-0.1	2.4	-6	-4	-5	-4	2	-3	1
COc1ccc(S(=O)(=O)N(C)CC(=O)N2CCCC2)cc1	4	0.1	2.7	2	5	-2	2	1	3	-4
CC(=O)N(CN1C(=O)CCC1=O)c1cccc(Cl)c1	4	0.1	-3.1	-21	1	2	-1	5	-3	2

KLK7 zymogen act, what is marked active above.
mol	NPR2 activator	KLK7 zymogen act	ASAP1 GAP inh	HGIII-sPLA2 inh	ADAM10 inh	ARFGAP1 inh	NPR1 activator	Tn6 DDE FP
COc1ccc(OC)c(/C=C/C(=O)N(C)CC(=O)Nc2ccc(N3CCOCC3)cc2)c1	0	21*	-5	11	-330	10	-2	5

The main list resumes, repeating the 2 entries before the break.
SMILES	NPR2 activator	KLK7 zymogen act	FXN GAA850 act	ASAP1 GAP inh	rCAG RNA binder	HGIII-sPLA2 inh	ADAM10 inh	ARFGAP1 inh	NPR1 activator	Tn6 DDE FP
c1ccc(-c2nc(NCc3cccs3)c3ccccc3n2)cc1	11	0.9	0.6	0	8	-18	19	3	12	-4
CC(=O)N(CN1C(=O)CCC1=O)c1cccc(Cl)c1	4	0.1	-3.1	-21	1	2	-1	5	-3	2
CC(C)Nc1nc(N)c(C(=O)C23CC4CC(CC(C4)C2)C3)s1	9	-0.2	-0.3	-6	-2	-1	9	3	1	-6
Cc1ccccc1S(=O)(=O)Cc1ccc(C(=O)O)o1	0	-1.4	1.0	-2	1	-5	4	-6	5	-4
CCCCn1nnnc1NCc1cc(Cl)c(OC)c(OC)c1	1	-0.8	2.8	-13	-3	0	3	0	0	3
CCC(=O)N(c1nnc(SCC(=O)c2ccc[nH]2)s1)C1CC1	-5	-0.1	0.2	-4	8	-7	-15	-15	2	-1
CC(C)c1nnc(SCC(=O)NC2CCCC2)n1C	-4	0.0	0.3	-4	-1	2	-2	13	1	0
O=C(O)C1=C(C2CCCCC2)C(=O)c2ccccc21	0	0.3	0.0	3	1	5	-4	-21	1	-1
CC(=O)n1cc([C@@H]2C=C(C(=O)N3CCN(Cc4ccccc4)CC3)O[C@H](OCc3ccc(CO)cc3)C2)c2ccccc21	-2	1.4	-3.4	14	3	-25	5	4	-2	-1
CC(NC(=O)C1CCN(c2nnc(N3CCCC3=O)s2)CC1)c1ccccc1 (configuration not stated)	4	-0.7	-1.3	-8	9	8	-17	-3	3	10
Cc1c(N(C)S(=O)(=O)c2cccc(C(=O)NCc3cccnc3)c2)c(=O)n(-c2ccccc2)n1C	-3	0.0	-0.3	1	3	3	11	6	0	0
COc1cc(O)cc2c1[C@@H]1Oc3c(ccc(O)c3CC=C(C)C)[C@@H]1CO2	-10	0.2	-0.2	16	3	-34	0	23	-6	-6
O=C(NCC1OCCCN1S(=O)(=O)c1cc(F)ccc1F)C(=O)NC1CCCCC1 (configuration not stated)	-3	0.9	0.0	-3	-1	-3	-3	12	0	-1
CC(=O)N1CCOc2ccc(S(=O)(=O)N3CCC(C(=O)Nc4ccccc4F)CC3)cc21	1	0.2	-1.6	1	-1	6	-3	2	-2	-11
O=C(C[C@@H]1C/C=C\CC[C@@H](Cc2ccc(F)cc2)C(=O)OC[C@@H]2CCCN2C1=O)N[C@H](CO)Cc1ccccc1	-5	-0.2	-4.0	-17	-1	-23	0	-3	0	3
CCCCN1C(=O)C(CC(=O)NCc2ccco2)CC(C(=O)N(C)C)=C1C (configuration not stated)	-2	-0.2	1.3	6	4	13	-20	3	0	-1
CC(C)(C)NC(=O)C(c1ccccc1)N(C(=O)c1ccco1)C1CC1 (configuration not stated)	-10	-0.6	-1.7	-2	-4	4	5	8	-11	-9
C#CCN1C(C(=O)OC)CN(CCCCCC)CCS1(=O)=O (configuration not stated)	-1	0.6	.	.	-1	-7	2	.	4	4
O=C(COc1ccccc1)N[C@@H]1c2ccccc2CC[C@@H]1OCc1ccccc1	-3	-0.2	-1.4	-3	1	9	-4	-4	-4	-1
O=C1N=C(N2CCCCC2)S/C1=C\c1ccc(Br)cc1	-16	-0.8	2.5	-2	2	5	4	10	-11	7
O=c1[nH]c(=S)[nH]cc1Oc1ccc(Cl)cc1Cl	5	0.1	-0.5	0	6	5	5	2	8	6
COc1cccc2cc(C(=O)NCc3ccccc3Cl)c(=O)oc12	-9	0.4	0.0	0	-2	1	-8	-8	2	-1
Nc1nc2ccc(NC(=O)c3ccco3)cc2s1	-1	0.2	2.2	4	5	-2	1	-4	-3	0
COc1ccc(-n2nc3c(c2NC(=O)COc2ccccc2F)CS(=O)(=O)C3)cc1	-4	-0.2	1.6	6	-4	0	-2	9	-1	-5
Cc1ccccc1Nc1nc2ccccc2n1C(C)C	2	-0.4	1.0	-10	0	13	-2	12	1	4
COc1ccc(CNS(=O)(=O)NCc2ccc(OC)c(OC)c2)cc1	2	-0.2	2.2	12	-3	0	4	8	1	-1
CCC(NS(=O)(=O)c1ccc(OC)cc1)C(=O)NCCC1=CCCCC1 (configuration not stated)	0	0.1	-0.2	2	-2	-3	5	-1	1	0
COc1ccc(Nc2c3c(nc4ccccc24)CCC3)cc1	-6	0.1	-1.5	-5	9	4	4	1	-17	2
C=CCn1c(SCC(=O)O)nnc1-c1ccco1	6	-0.4	.	.	0	1	-1	.	2	7
COc1ccc(NC(C)c2ccccc2)cc1 (configuration not stated)	-4	0.5	0.0	-10	-1	11	-1	5	-7	-2
CCCCn1c(SCc2nc3ccccc3s2)nc2ccccc2c1=O	4	-0.6	2.1	5	2	6	1	2	-2	10
COc1ccc(C2NC(c3ccc(OC)c(OC)c3OC)C(C)C(=O)C2C)c(OC)c1OC (configuration not stated)	10	1.1	-2.9	6	-9	-3	8	-22	4	5
COCCn1c(C(=O)N2CCCC2)cc2c1C[C@H]1CN(C(=O)c3ccccc3)[C@@](Cc3ccc(F)cc3)(C(=O)OC)[C@@H]21	-2	1.1	.	-5	5	-7	-11	0	-2	-4
COc1ccc(NC(=O)C2CCN(c3nc(C)cc(C)n3)CC2)cc1	-2	0.0	-1.3	-11	-11	-3	-11	-4	-3	-3
NC(c1cccc(F)c1)c1nc(-c2ccc(Cl)cc2)cs1 (configuration not stated)	0	-0.6	2.0	7	4	11	2	5	-1	-3
